Screens (PubChem BioAssay)
MDM2 E3 inh: MDM2-luciferase reporter signal enhancers, primary screen, MDM2 E3 ligase inhibitor project, cell-based, luminescence, 1536-well; cell-based MDM2 ubiquitination luciferase reporter, 2 h; 0 = plate control, 100 = twice control, blank-subtracted; 210,000 compounds, 0.11% hits; E3 ubiquitin-protein ligase Mdm2 (Homo sapiens), Q00987; signal enhancement, % at 5 µM;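 active = signal enhancement of 30% or more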;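 note: luminescence tracks abundance of the self-degrading MDM2-luciferase fusion protein; higher signal means inhibition of MDM2 E3 ligase activity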
Target sequence (Q00987 whole entry, looked up, the tested form may be a part): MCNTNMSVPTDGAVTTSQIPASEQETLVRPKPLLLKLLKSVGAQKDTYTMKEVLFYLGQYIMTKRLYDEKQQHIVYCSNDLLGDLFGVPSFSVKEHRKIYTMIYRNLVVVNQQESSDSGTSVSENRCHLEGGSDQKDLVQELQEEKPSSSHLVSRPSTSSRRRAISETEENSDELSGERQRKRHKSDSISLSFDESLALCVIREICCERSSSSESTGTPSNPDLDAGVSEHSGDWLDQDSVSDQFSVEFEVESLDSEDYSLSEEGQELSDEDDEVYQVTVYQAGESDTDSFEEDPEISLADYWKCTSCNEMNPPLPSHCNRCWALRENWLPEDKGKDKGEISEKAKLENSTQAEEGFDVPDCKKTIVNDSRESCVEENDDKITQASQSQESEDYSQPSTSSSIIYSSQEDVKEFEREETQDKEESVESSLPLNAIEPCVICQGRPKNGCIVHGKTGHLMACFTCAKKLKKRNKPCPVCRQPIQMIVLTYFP
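Buffer or medium: Cells held in DMEM | Assay system: Stable mammalian line carrying autodegrading MDM2–luciferase fusion reporter | Quantity: 2000 cells/well | Times: 4 h settle plus 2 h compound, 37 °C | Doses: One concentration, 5 µM, with 0.2% DMSO | Technique: Luminescence with SteadyLite reagent, 15 min at room temperature | Benchmarks: Plate controls and plate blanks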
NCF1 inh: p47phox/p22phox peptide binding inhibitors, primary screen, biochemical, uHTS, NADPH oxidase regulatory subunit; inhibition, % at 24.7 µM; fluorescence polarization, 2 h; 220,000 compounds, 0.53% hits; Neutrophil cytosol factor 1 (Homo sapiens), P14598;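 active = inhibition above about 30%, limit read from the data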;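 note: 0% = p47phox with labelled peptide and 100% = labelled peptide alone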
L929 necroptosis: inhibitors of zVAD-triggered necroptosis, primary screen, L929 cells; L929 zVAD necroptosis rescue, ATP luminescence, 24 h; with zVAD 60 µM; viability rescue, % at 10 µM; 220,000 compounds, 0.38% hits; AID 1377, 2008;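 active = activation, scaled between plate controls, above about 75%, limit read from the data; inactive = activation under that limit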;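 note: 0% = zVAD with DMSO and 100% = DMSO alone without zVAD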
EBV gp42 block: Epstein-Barr virus gp42 inhibitors, primary screen, biochemical, uHTS, fluorescence polarization | inhibition, % (tested at 21.74 µM) | 220,000 compounds, 0.42% hits | Fluorescence polarization binding assay, mP read-out | AID 1085, 2008 | Glycoprotein 42 (Epstein-Barr virus (strain AG876)), Q1HVG2; in the data active = inhibition above about 50%
Target sequence (Q1HVG2 whole entry, looked up): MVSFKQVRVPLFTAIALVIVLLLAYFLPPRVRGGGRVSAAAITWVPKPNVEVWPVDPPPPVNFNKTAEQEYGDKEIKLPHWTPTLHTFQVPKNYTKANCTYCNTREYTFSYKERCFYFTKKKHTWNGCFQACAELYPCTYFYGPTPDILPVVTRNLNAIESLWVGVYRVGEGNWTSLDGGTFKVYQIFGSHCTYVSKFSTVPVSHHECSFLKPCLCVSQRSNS
14-3-3 Bad inh: inhibitors of 14-3-3 zeta/Bad binding, primary screen, biochemical, TR-FRET, bovine 14-3-3 zeta; 14-3-3 protein zeta/delta (Bos taurus), P63103; TR-FRET 14-3-3zeta/Dy647-pBad peptide displacement, 1 h; inhibition, % at 21.7 µM; 220,000 compounds, 0.71% hits; AID 781, 2007;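 active = inhibition above about 70%, limit read from the data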;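 note: 0% = full 14-3-3 plus peptide FRET controls and 100% = background without 14-3-3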
Target sequence (P63103 whole entry, looked up): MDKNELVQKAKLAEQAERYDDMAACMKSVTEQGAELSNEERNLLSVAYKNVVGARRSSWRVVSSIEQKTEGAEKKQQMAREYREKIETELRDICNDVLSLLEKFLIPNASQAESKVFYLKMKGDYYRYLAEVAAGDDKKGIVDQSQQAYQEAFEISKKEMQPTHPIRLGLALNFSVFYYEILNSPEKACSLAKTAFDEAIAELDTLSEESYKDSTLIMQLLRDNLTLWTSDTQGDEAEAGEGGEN
Runt-CBFb FRET: inhibitors of RUNX1 Runt–CBFb binding, primary screen, biochemical, FRET, Cerulean-Runt, Venus-CBFb, uHTS. Runt-related transcription factor 1 (Homo sapiens) + Core-binding factor subunit beta …. Cerulean-Runt/Venus-CBFb FRET ratio 530/480, 1 h. inhibition, % at 20 µM. 220,000 compounds, 0.46% hits;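 active = inhibition over about 50% at 20 µM in the single-dose screen, limit read from the data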;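 note: 0% = DMSO wells and 100% = excess unlabeled CBFb competitor control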
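test system = Cerulean-Runt domain fusion protein, energy donor | probe or stimulus = Venus-CBFb binding partner, 100 nM | incubation = two 1 h room-temperature incubations shielded from light | detection = fluorescence energy transfer, 422 nm excitation, 530/480 nm emission | measure = loss of energy transfer signal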
Tb hexokinase: Trypanosoma brucei hexokinase 1 inhibitors, primary screen, biochemical, G6PDH-coupled NADH absorbance, MLSCN library; inhibition, % at 10 µM; 220,000 compounds, 0.11% hits; hexokinase 1 [Trypanosoma brucei]; AID 1430, 2008; recombinant TbHK1, G6PDH-coupled NADH A340;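 active = inhibition of 50% or more in the single-dose primary screen; inactive = inhibition below 50%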
Hck-Nef inh: inhibitors of Nef-activated human Hck kinase, primary screen, biochemical, Z-Lyte FRET, 384-well, Hck-YEEI; Recombinant Hck-YEEI plus Nef, Z-Lyte FRET kinase assay; inhibition, % at 20 µM; 220,000 compounds, 0.68% hits;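 active = Hck-Nef kinase inhibition above about 50%, limit read from the data; inactive = inhibition below that limit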;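 note: 0% = DMSO with Hck plus Nef and 100% = Hck alone without Nef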
Runt-SMMHC FRET: inhibitors of RUNX1 Runt–CBFb-SMMHC binding, primary screen, biochemical, FRET, Cerulean-Runt, Venus-CBFb-SMMHC, uHTS; Cerulean-Runt/Venus-CBFb-SMMHC FRET ratio 530/480, 1 h; 220,000 compounds, 0.74% hits; AID 1434, 2008; inhibition, % at 20 µM; Runt-related transcription factor 1 (Homo sapiens) + Core-binding factor subunit beta …;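 active = mean inhibition across duplicate retests at 20 µM reaching about 50%, limit read from the data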;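 note: 0% = DMSO wells and 100% = wells with excess untagged CBFb-SMMHC; inhibitors lower the FRET ratio by blocking Runt binding to CBFb-SMMHC; some results filed as inactive read as strong as hits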
Active calls of the source: *; x = not tested or not shown; [ ] = dose if it differs, or a comment.

SMILES | MDM2 E3 inh | NCF1 inh | L929 necroptosis | EBV gp42 block | 14-3-3 Bad inh | Runt-CBFb FRET | Tb hexokinase | Hck-Nef inh | Runt-SMMHC FRET
CSc1nc(Oc2ccc3ccccc3c2)c2ccccc2n1 | -7 | -11 | 0.4 | 1 | 9 | 1 | 0 | 1 | -5
O=c1cc(CN2CCN(c3ccccc3F)CC2)c2cc3c(cc2o1)CCCC3 | 3 | -1 | -1.1 | -11 | 11 | 0 | -11 | -1 | -4
CC1CCc2cc(F)ccc2N1C(=O)C1(C)CC1(Cl)Cl (configuration not stated) | -8 | -10 | -0.6 | 2 | 6 | 0 | -4 | 4 | 2
CC(C)C(=O)Nc1ccc2c(c1)C(=O)NC2=O | 3 | -1 | 4.7 | 2 | 1 | 0 | -2 | 20 | -2
COc1ccc(C(=O)Nc2cc(C(=O)c3ccccc3)c(C)oc2=O)cc1 | 8 | -12 | 1.3 | -19 | 10 | 20 | -8 | 3 | 14
O=C(NCC(=O)N1CC(O)CC1C(=O)N1CC(O)CC1C(=O)OCc1ccccc1)OCc1ccccc1 (configuration not stated) | -22 | -4 | -0.1 | -2 | -5 | 2 | 1 | 22 | -4
O=C(Nc1cc(C(F)(F)F)ccc1Cl)c1ccc(NC(=O)C(F)(F)F)cc1 | 2 | -14 | 2.1 | 6 | 1 | -1 | 3 | 5 | 1
COc1ccc(CNc2nc3c(c(=O)n(Cc4ccc(F)cc4)c(=O)n3C)n2C)cc1 | -11 | -24 | 1.4 | -11 | 1 | 0 | -3 | 0 | 2
COC(=O)c1ccccc1NC(=O)N1CCN(S(=O)(=O)c2ccc(Cl)cc2)CC1 | -15 | -13 | 0.2 | 11 | -1 | 0 | 4 | 0 | 1
COc1ccc(-c2cnc3n2CCCCC3)cc1 | -12 | -6 | -0.3 | -1 | -12 | 0 | -10 | 16 | 2

Compound profiles, as listed above:
O=c1cc(CN2CCN(c3ccccc3F)CC2)c2cc3c(cc2o1)CCCC3 as listed: MDM2 E3 inh = 3; NCF1 inh = -1; L929 necroptosis = -1.1; EBV gp42 block = -11; 14-3-3 Bad inh = 11; Runt-CBFb FRET = 0; Tb hexokinase = -11; Hck-Nef inh = -1; Runt-SMMHC FRET = -4
CC(C)C(=O)Nc1ccc2c(c1)C(=O)NC2=O as listed: MDM2 E3 inh = 3; NCF1 inh = -1; L929 necroptosis = 4.7; EBV gp42 block = 2; 14-3-3 Bad inh = 1; Runt-CBFb FRET = 0; Tb hexokinase = -2; Hck-Nef inh = 20; Runt-SMMHC FRET = -2

New compounds follow.
SMILES | MDM2 E3 inh | NCF1 inh | L929 necroptosis | EBV gp42 block | 14-3-3 Bad inh | Runt-CBFb FRET | Tb hexokinase | Hck-Nef inh | Runt-SMMHC FRET
COc1ccc(C(=O)COC(=O)CCN2C(=O)C3C4CCC(C4)C3C2=O)cc1 (configuration not stated) | -5 | 11 | 1.7 | 4 | 10 | -2 | 5 | 18 | 1
CCOC(=O)N1CCN(C(=O)c2ccc(OCC)cc2)CC1 | 0 | -4 | 3.6 | -13 | -9 | 1 | 1 | 22 | -3
COc1ccc(Nc2nc(NCc3ccco3)nc(N/N=C/c3ccccc3F)n2)cc1 | -1 | -10 | 0.6 | -18 | 6[fluorescence artefact?] | 2 | 0 | 4 | 2
O=C(Nc1ccccc1)c1ccccc1NC(=O)C(F)(F)F | -9 | -12 | 1.0 | 7 | 9 | -2 | -8 | 5 | 3
Fc1ccc(NCc2nnc3n2CCCCC3)cc1 | -9 | -2 | 1.1 | 6 | -1 | -2 | 2 | -11 | 2
COc1ccc(-c2ccc(SCC(=O)N3CCOCC3)nn2)cc1 | -10 | -1 | 0.2 | -3 | 13 | -1 | -6 | -1 | -1
COc1ccccc1C1CCN(c2ccc([N+](=O)[O-])cn2)CC1 | -11 | -9 | 0.3 | -11 | -1 | 0 | -9 | 0 | 1
Cc1cc(C)n(-c2cc(N3CCN(C(=O)c4ccc(C(C)(C)C)cc4)CC3)ccc2[N+](=O)[O-])n1 | -1 | -12 | -0.3 | -3 | 10 | -7 | -10 | 0 | -6
Cc1ccc(/C=N/NC(=O)c2ccoc2C)o1 | -4 | -10 | 0.2 | -10 | -1 | -1 | -33 | 5 | 0
CCn1c(COc2ccccc2C)nnc1SCc1nc2ccccc2c(=O)[nH]1 | -15 | 10 | 0.2 | -3 | 3 | 0 | 3 | -3 | 2
Cc1ccsc1/C=C1/SC(=O)N(CC(=O)N2CCOCC2)C1=O | -8 | -12 | 0.1 | -11 | 9[fluorescence artefact?] | -1 | -22 | 0 | -1
Cc1ccc(NC(=O)/C(=C\c2ccc3c(c2)OCO3)NC(=O)c2ccco2)cc1 | 0 | 17 | 0.0 | -4 | 7 | 2 | -26 | 0 | -2
CC(C)(C)OC(=O)NCCCC[C@H](NC(=O)c1[nH]cnc1C(=O)Nc1ccc(Cl)cc1)C(=O)OC(C)(C)C | -12 | -3 | 1.4 | 26 | -7 | -9 | -14 | 23 | -6
O=C1C(Cl)=C(N2CCCCC2)C(=O)N1c1ccccc1 | -2 | -5 | 1.4 | -11 | 8 | 24 | 2 | -1 | 25
COc1cccc(-c2nn(C)c3sc(C(=O)NCc4ccccn4)cc23)c1 | -13 | -11 | 1.4 | -8 | 3 | -7 | -3 | 1 | -2
CCOc1ccc(CN2CCN(Cc3cccn3-c3cccnc3)CC2CCO)cc1 (configuration not stated) | 2 | -2 | -0.5 | -3 | -16 | 0 | 0 | 20 | 3
CC(Oc1ccccc1)C(=O)OCC(=O)N1CC(=O)Nc2ccccc21 (configuration not stated) | -1 | -4 | 0.8 | -3 | -2 | 0 | -2 | 23 | -4
Cc1ccc(C)c(/C=N/n2cc(-c3ccccc3)[nH]c2=S)c1 | -6 | 4 | -0.7 | 4 | -12 | 8 | 0 | 22 | 3
CC1Cc2ccccc2N1C(=O)CSc1nc2ccccc2n1CC(=O)N1CCOCC1 (configuration not stated) | -8 | -14 | -0.5 | -13 | 10 | 2 | -5 | 1 | -1
COc1ccc2cc(CN(CCc3ccccc3)Cc3nnnn3Cc3ccco3)c(=O)[nH]c2c1 | -11 | -46 | 0.0 | -18 | 1 | 23 | -12 | 0 | 24

3 of the entries above in order of the MDM2 E3 inh value, largest number first.
compound | MDM2 E3 inh
O=C1C(Cl)=C(N2CCCCC2)C(=O)N1c1ccccc1 | -2
Cc1ccc(C)c(/C=N/n2cc(-c3ccccc3)[nH]c2=S)c1 | -6
COc1cccc(-c2nn(C)c3sc(C(=O)NCc4ccccn4)cc23)c1 | -13

Additional entries follow.
SMILES | MDM2 E3 inh | NCF1 inh | L929 necroptosis | EBV gp42 block | 14-3-3 Bad inh | Runt-CBFb FRET | Tb hexokinase | Hck-Nef inh | Runt-SMMHC FRET
COc1ccc(C2C(C(=O)N3CCOCC3)CCC(=O)N2c2cc(OC)c(OC)c(OC)c2)cc1 (configuration not stated) | -9 | -5 | -0.5 | -15 | 14 | 1 | 0 | 0 | -2
Cc1ccc(C(=O)NC(=C(Cl)Cl)S(=O)(=O)c2ccc(Cl)cc2)cc1 | -12 | -7 | -2.1 | -9 | -4 | 1 | 7 | 24 | -3
CN(C)S(=O)(=O)c1ccc(Cl)c(NC(=O)CSc2nc3c(cc2C#N)C(=O)CC(C)(C)C3)c1 | -4 | -7 | 0.0 | 1 | -28[fluorescence artefact?] | -1 | 19 | -5 | -5
O=C(c1cccs1)c1ccc(-c2cccs2)s1 | -72 | x | 1.3 | x | x | 19 | 2 | 1 | 50
CCCCCCCC(=O)OC(CN1CCCCCC1)CN1CCCC1=O (configuration not stated) | -90 | -6 | 0.9 | -7 | -2 | -1 | -3 | -1 | -4
CCCCCCn1c(SCC(C)C)nc2c1c(=O)[nH]c(=O)n2C | -10 | -7 | 0.5 | -4 | -10[fluorescence artefact?] | -7 | -1 | 1 | -62
Cc1nc(CNS(=O)(=O)c2cc([N+](=O)[O-])ccc2C)cs1 | -18 | 1 | 1.1 | -12 | -6 | 0 | 5 | 10 | -2
CCc1ccc2[nH]c(=O)c(CN(Cc3ccccc3OC)Cc3nnnn3Cc3ccco3)cc2c1 | -1 | -55 | 0.0 | -17 | 3 | 16 | -10 | 1 | 11
O=C(CN1C2=NCCN2c2ccccc21)c1cccs1 | -6 | 7 | 0.2 | -3 | 2[fluorescence artefact?] | -4 | 4 | 0 | 0
Cc1cc(C)cc(NC(=O)CSc2nnc(Cn3c(=O)sc4ccccc43)n2C)c1 | -10 | -7 | 0.6 | -11 | 2 | -2 | 2 | -7 | -3
Cc1ccc(CSc2ccc3nnc(-c4ccccn4)n3n2)cc1 | -10 | -6 | -1.3 | -13 | -10 | -3 | -1 | 19 | 0
COC(=O)c1cc(=O)nc2sc(-c3cccs3)nn12 | 11 | -10 | 0.0 | -5 | 4 | 0 | -25 | 1 | -1
Nc1nc(SCc2nc3sc4c(c3c(=O)[nH]2)CCCC4)n[nH]1 | -15 | -21 | 0.2 | -12 | 2[fluorescence artefact?] | -3 | -3 | -30 | -5
Cc1ccc(NC(=O)c2ccc3c(c2)nnn3C)cc1 | -8 | -1 | -0.1 | -6 | -6[fluorescence artefact?] | -3 | -8 | -17 | 1
O=c1oc2ccccc2cc1-c1csc(Nc2nc3c(F)cccc3s2)n1 | 1 | -56 | -0.3 | -32 | 27 | -14 | -7 | 10 | -60
CCn1nc(C(=O)OCc2c(C)noc2C)c2ccccc2c1=O | 5 | -4 | -0.4 | 2 | -5 | 0 | 7 | -1 | 1

Compounds from the list above containing a nitro group on carbon (three):
SMILES | MDM2 E3 inh | NCF1 inh | L929 necroptosis | EBV gp42 block | 14-3-3 Bad inh | Runt-CBFb FRET | Tb hexokinase | Hck-Nef inh | Runt-SMMHC FRET
COc1ccccc1C1CCN(c2ccc([N+](=O)[O-])cn2)CC1 | -11 | -9 | 0.3 | -11 | -1 | 0 | -9 | 0 | 1
Cc1cc(C)n(-c2cc(N3CCN(C(=O)c4ccc(C(C)(C)C)cc4)CC3)ccc2[N+](=O)[O-])n1 | -1 | -12 | -0.3 | -3 | 10 | -7 | -10 | 0 | -6
Cc1nc(CNS(=O)(=O)c2cc([N+](=O)[O-])ccc2C)cs1 | -18 | 1 | 1.1 | -12 | -6 | 0 | 5 | 10 | -2
